PDI turbidity = inhibitors of human protein disulfide isomerase. P07237. PDI insulin aggregation turbidity, A650, 90 min. inhibition, % at 10 µM. hit rate 0.052% among 350,000. AID 588391;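 active = mean inhibition across replicates of 30% or more, whatever share of single replicates reach that level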;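 note: absorbance from insulin aggregation driven by PDI reduction with DTT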
Target sequence (P07237 whole entry, looked up): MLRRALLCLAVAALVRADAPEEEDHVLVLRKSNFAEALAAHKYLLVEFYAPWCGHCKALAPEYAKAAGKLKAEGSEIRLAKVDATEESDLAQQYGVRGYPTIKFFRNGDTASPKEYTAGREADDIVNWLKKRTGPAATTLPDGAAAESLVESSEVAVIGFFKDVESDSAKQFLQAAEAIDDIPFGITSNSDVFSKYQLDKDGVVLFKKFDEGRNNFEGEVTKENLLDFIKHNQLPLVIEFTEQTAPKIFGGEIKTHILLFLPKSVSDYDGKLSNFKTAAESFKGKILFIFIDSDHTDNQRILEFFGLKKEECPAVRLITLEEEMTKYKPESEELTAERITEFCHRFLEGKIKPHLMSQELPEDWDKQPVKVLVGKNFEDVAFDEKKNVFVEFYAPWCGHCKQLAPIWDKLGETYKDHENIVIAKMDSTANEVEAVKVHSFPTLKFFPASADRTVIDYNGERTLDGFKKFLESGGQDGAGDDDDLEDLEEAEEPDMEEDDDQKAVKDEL
CaV13 FRET inh = Disruptors of the CACNA1D IQ motif to Ca2+-dependent inactivation inhibitor domain association, primary screening, Förster resonance energy transfer in intact living … | HEK cells, CFP/YFP FRET ICDI-IQ, plate reader, 10 min; percent FRET-ratio fall versus neutral wells | inhibition, % at 12.3 µM | hit rate 0.098% among 340,000 | AID 743397;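 active = mean replicate inhibition of at least 30% and at least 1% of replicates passing that level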;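 note: 0% = median of the neutral control wells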
HIF-2a inh = blocks HIF-2a reporter activity. 786-0 RCC cells HIF-2a reporter, luciferase luminescence, overnight. inhibition, % at 18.8 µM. hit rate 0.72% among 360,000;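 active = inhibition of the luminescence signal of 40% or more relative to plate controls, in a single-dose primary screen at 18.75 µM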
NR2E3 ag-1 = agonists of human nuclear receptor NR2E3 | Q9Y5X4 | GST-NR2E3/biotin-RetCOR TR-FRET, 1536-well | inhibition of corepressor binding, % at 4.78 µM | hit rate 0.12% among 320,000 | AID 2300;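 active = percent inhibition above the cutoff of mean plus 3 SD of all tested compounds, set per screening campaign, cut at about 20% in these data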;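 note: 0% = DMSO wells and 100% = biotin wells as full block of FRET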
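Material: NR2E3–RetCOR corepressor complex / Incubation: Compound–protein incubation for 5 h at 4 °C / Dosing: compound at 4.8 µM, single dose / Detection: time-resolved FRET / Benchmarks: high control biotin, low control 0.6% DMSO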
CF NFkB inh = inhibitors of cystic fibrosis induced NF-kB. inhibition, % at 5 µM. AID 588850. hit rate 0.86% among 360,000. KKLEB NF-kB-GFP reporter, PAF-induced, GFP fluorescence overnight;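 active = at least 50% inhibition at 5 µM, scaled per plate between neutral and stimulator controls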;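 note: PAF is a Pseudomonas aeruginosa culture filtrate used as stimulus; plate controls were PAF-stimulated DMSO wells for no effect and unstimulated DMSO wells for full effect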
NR2E3 ag-2 = human photoreceptor-specific nuclear receptor agonism; CHO-S Gal4-NCOR/VP16-NR2E3 two-hybrid, luciferase; inhibition of corepressor binding, % at 3.98 µM; hit rate 0.35% among 360,000; Q9Y5X4; AID 602229;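 active = inhibition above the mean of all tested compounds plus 3 SD, cut at about 70% in these data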;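 note: 0% = DMSO with NR2E3 transfected cells and 100% = cells lacking NR2E3 construct; higher means lower luciferase signal from less NR2E3 corepressor binding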
Shn3 inh set2 = inhibitors of Schnurri-3 3'UTR reporter in osteoblasts | Clone20 osteoblast Shn3 3'UTR firefly luciferase, 24 h | AID 588674 | inhibition, % at 12.5 µM | hit rate 0.52% among 360,000;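 active = mean inhibition of at least 75% with every replicate also reaching 75%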;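 note: 0% = median of neutral control wells and 100% = pilot-screen positive control compound; some compounds past the cut are filed as inactive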
MITF TRPM1 inh = MITF TRPM1 promoter inhibition in SK-MEL-5 cells | hit rate 0.83% among 330,000 | inhibition, % at 12.5 µM | SK-MEL-5 TRPM1 promoter luciferase, 24 h;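 active = mean inhibition across replicates of 60% or more, whatever share of single replicates reaches that level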; note: values of inactives mirror those of a sister screen read the other way
Peg3 promoter = reduces Peg3 promoter-driven luciferase expression in HeLa. HeLa PEG-Prom luciferase reporter, luminescence, overnight. inhibition, % at 20 µM. hit rate 1.7% among 360,000;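 active = inhibition of at least 50% at 20 µM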
KKLEB tox = reduces viability of KKLEB cystic fibrosis airway cells. hit rate 0.36% among 360,000. AID 602141. activity change (cytotoxicity), % at 5 µM. KKLEB CF airway cells viability, ATPlite luminescence, overnight; stronger effect = lower value; cells stimulated with P. aeruginosa culture filtrate;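 active = corrected activity change at or below -50% at 5 µM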
Vif inh = inhibitors of HIV Vif | hit rate 0.35% among 340,000 | HEK293T cells, Vif self-association by quenched fluorescence, imaging, 24 h | inhibition, % at 7.49 µM | AID 602346; in the data active = inhibition above about 50%, passing the limit was not always enough; note: some results filed as inactive read as strong as hits
An asterisk follows results filed as active; · = no result given.

A first look:
SMILES	PDI turbidity	CaV13 FRET inh	HIF-2a inh	NR2E3 ag-1	CF NFkB inh	NR2E3 ag-2	Shn3 inh set2	MITF TRPM1 inh	Peg3 promoter	KKLEB tox	Vif inh
CCOC(=O)c1ccccc1NS(=O)(=O)c1ccccc1	1	-7	-1	3	0	15	7	-4	10	6	-6
N/C(=N\OC(=O)/C=C/c1ccccc1)c1ccc(Br)cc1	3	-1	-74	0	-28	-14	8	-4	-40	4	-7
COc1ccc(OC)c(NC(=O)Nc2nc(C(N)C(C)C)cs2)c1 (stereo unspecified)	-5	-4	-1	·	15	-22	-32	·	-12	3	-10
CCOC(=O)CCSc1nc(C)c2cc(C)ccc2n1	11	-6	-32	0	2	-25	-44	-78	-234	-8	·
CN(CC(=O)NCc1ccc(F)cc1)S(=O)(=O)c1ccc(Br)s1	1	-7	11	0	0	14	-1	0	12	4	2
CC1(C(=O)NS(=O)(=O)c2ccccc2OC(F)(F)F)CCN1C(=O)c1ccccc1 (stereo unspecified)	-2	-11	18	·	13	1	4	·	-29	-4	5
COCc1[nH]nc2c1C(c1c(F)cccc1Cl)C(C#N)=C(N)O2 (stereo unspecified)	-1	-2	23	2	-8	4	5	10	5	5	-6
COC(=O)CCN1CCC2CC1c1cc(-c3cccc(C)c3)ccc12 (stereo unspecified)	4	-6	-4	·	6	12	1	-2	-1	-1	7
CS(=O)(=O)c1ccc(Cl)c(NC(=O)COC(=O)c2ccc(-n3cnnn3)cc2)c1	0	-5	5	-3	-17	-5	-18	0	-2	13	-2
Cn1c(SCc2n[nH]c(=S)o2)nnc1-c1ccccc1	3	-3	21	3	-3	-5	-4	-2	10	1	2

The whole of this part (from the top)
SMILES	PDI turbidity	CaV13 FRET inh	HIF-2a inh	NR2E3 ag-1	CF NFkB inh	NR2E3 ag-2	Shn3 inh set2	MITF TRPM1 inh	Peg3 promoter	KKLEB tox	Vif inh
CCOC(=O)c1ccccc1NS(=O)(=O)c1ccccc1	1	-7	-1	3	0	15	7	-4	10	6	-6
N/C(=N\OC(=O)/C=C/c1ccccc1)c1ccc(Br)cc1	3	-1	-74	0	-28	-14	8	-4	-40	4	-7
COc1ccc(OC)c(NC(=O)Nc2nc(C(N)C(C)C)cs2)c1 (stereo unspecified)	-5	-4	-1	·	15	-22	-32	·	-12	3	-10
CCOC(=O)CCSc1nc(C)c2cc(C)ccc2n1	11	-6	-32	0	2	-25	-44	-78	-234	-8	·
CN(CC(=O)NCc1ccc(F)cc1)S(=O)(=O)c1ccc(Br)s1	1	-7	11	0	0	14	-1	0	12	4	2
CC1(C(=O)NS(=O)(=O)c2ccccc2OC(F)(F)F)CCN1C(=O)c1ccccc1 (stereo unspecified)	-2	-11	18	·	13	1	4	·	-29	-4	5
COCc1[nH]nc2c1C(c1c(F)cccc1Cl)C(C#N)=C(N)O2 (stereo unspecified)	-1	-2	23	2	-8	4	5	10	5	5	-6
COC(=O)CCN1CCC2CC1c1cc(-c3cccc(C)c3)ccc12 (stereo unspecified)	4	-6	-4	·	6	12	1	-2	-1	-1	7
CS(=O)(=O)c1ccc(Cl)c(NC(=O)COC(=O)c2ccc(-n3cnnn3)cc2)c1	0	-5	5	-3	-17	-5	-18	0	-2	13	-2
Cn1c(SCc2n[nH]c(=S)o2)nnc1-c1ccccc1	3	-3	21	3	-3	-5	-4	-2	10	1	2
Cc1cc(C)c(S(=O)(=O)/N=C2\C=C(Nc3ccc(C(=O)O)cc3)C(=O)c3ccccc32)c(C)c1	-4	-16	-14	0	91*	112*	74	78*	103*	-63*	-16
Cc1ccccc1CN(CC1CCC(C(=O)O)CC1)C(=S)Nc1ccccc1F (stereo unspecified)	1	-5	-10	3	6	-1	-3	11	19	5	13
Cn1c(=O)n(Cc2ccc(Cl)cc2)c(=O)c2c1nc1n2CCN1Cc1ccco1	4	-6	27	-2	-2	-33	21	23	34	-8	-7
COC(=O)CC1C(=O)NCCN1C(=O)Nc1cccc(Cl)c1 (stereo unspecified)	1	-6	9	-1	-10	26	-13	-2	1	6	8
CCOC(=O)c1cccnc1SCC(=O)NCc1ccccc1	13	-4	7	-2	-29	-15	-7	-11	-17	3	-7
COc1cc(NC(=O)CCNC(=O)N2CC(=O)Nc3ccccc32)cc(OC)c1OC	8	-13	-4	·	34	-25	-12	·	5	-19	-6
O=C(COc1ccc([N+](=O)[O-])cc1)Nc1ccc(C(=O)NCc2cccnc2)cc1	-5	-4	19	2	-1	48	75	6	75*	6	1
CC(C)c1ccc2occ(-c3nn[nH]n3)c(=O)c2c1	6	4	4	0	-18	-25	12	6	10	-2	-13
CCOc1cccc(/C=C(/C#N)c2nc3ccccc3[nH]2)c1OCC(=O)O	8	-7	-28	-2	6	-84	-24	-4	3	-10	7
Cc1ccc(C(NC(=O)c2cccc(S(=O)(=O)N3CCN(C)CC3)c2)c2ccccc2)cc1 (stereo unspecified)	1	-2	-11	-1	10	10	4	0	-7	-11	5

CF NFkB inh, entries above that show a hit
canonical_smiles | PDI turbidity | CaV13 FRET inh | HIF-2a inh | NR2E3 ag-1 | CF NFkB inh | NR2E3 ag-2 | Shn3 inh set2 | MITF TRPM1 inh | Peg3 promoter | Vif inh
Cc1cc(C)c(S(=O)(=O)/N=C2\C=C(Nc3ccc(C(=O)O)cc3)C(=O)c3ccccc32)c(C)c1 | -4 | -16 | -14 | 0 | 91* | 112* | 74 | 78* | 103* | -16

(cont.)
SMILES	PDI turbidity	CaV13 FRET inh	HIF-2a inh	NR2E3 ag-1	CF NFkB inh	NR2E3 ag-2	Shn3 inh set2	MITF TRPM1 inh	Peg3 promoter	KKLEB tox	Vif inh
N/C(Cc1cccc2ccccc12)=N\OC(=O)c1ccccc1F	13	·	-80	·	-12	-5	-7	-2	-40	-8	-8
C1=CC2CC1CC2CN1CCN(Cc2ccccc2)CC1 (stereo unspecified)	-5	-5	10	3	21	20	-5	1	6	-7	·
CCN(CC(=O)NC1CCCCC1)S(=O)(=O)c1ccc(Cl)cc1	3	-1	15	6	-10	3	2	-4	22	4	1
COC(=O)[C@@H](NC(=O)c1ccc(OC2CCN(Cc3ccccn3)CC2)cc1)C(C)C	-18	-6	12	4	10	-22	-27	2	10	0	-2

Compounds as they come; 3.3% or so of the library scored in one or more.
